S3 lipid droplet: qHTS Assay for Lipid Storage Modulators in Drosophila S3 Cells | Drosophila S3 cells, BODIPY lipid droplet fluorescence, 18-24 h; cells fed with added oleic acid | Potency in µM for hits, for the others lipid storage change, negative = inhibition, % at the top dose, mostly 46.1 µM | 0.64% of 320,000 active | AID 2685, 2010; active = well fitted inhibition curve with a large enough effect in the signal ratio, with a control signal flat, not every such curve was filed as active; inconclusive = small, poorly fitted or top-dose-only effect, or effect the other way, or a change in a side signal; the % refers to the signal ratio
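Drosophila S3 cells loaded with oleic acid (400 uM, as added) and compounds at several concentrations; lipid droplets imaged by 488-nm laser-scanning cytometry, 500–530 nm intensity and object ratio to cell channel. Percent activity normalized to 20 uM Triacsin C.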
S3 lipid droplet cell count max: also measured in S3 lipid droplet; calls as there; cell number change, %; measured here: cell count max response;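 cells counted by Cell Tracker Red CMTPX staining in the red channel; peak over a dose series mostly up to 46.1 µM; percent activity relative to internal control wells on each plate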
The depositor's hits bear a star; i = inactive; ? = inconclusive; . = no result given. % is set by controls: 0 for no effect and ±100 for the full control effect; potency is the fitted concentration of half-maximal effect. This is a subset; the hit share may differ from the screen's.

Under each structure – S3 lipid droplet	S3 lipid droplet cell count max
> CCn1c(SCC(=O)Nc2cc(NC(C)=O)ccc2OC)nnc1-c1cccnc1
→ -11.2%	10.7
> COc1cc(O)c(C(CC(=O)N2CCCC(C)C2)c2cc(OC)c(OC)c(OC)c2)c(OC)c1 (stereo not drawn)
→ 12.4%	7.4
> CCCCOC(=O)c1ccc(NC(=S)NC(=O)c2c(Br)c(C)nn2C)cc1
→ 11.4%	-23.5
> C=CCNC(=O)COc1ccc(S(=O)(=O)NC2CCCCC2)cc1
→ i	6.6
> Cc1c(C(=O)OC2CCCC2)[nH]c2c1C(=O)CC(c1ccco1)C2 (stereo not drawn)
→ ?	.
> COc1cc(CC(=O)OCC(=O)Nc2cccc([N+](=O)[O-])c2)cc(OC)c1OC
→ 5.8%	-10.2
> Cn1c(Cc2cccs2)nnc1SCC(=O)Nc1ccc(F)cc1F
→ ?	.
> COc1ccc(OC)c(C(C(=O)NC2CCCCC2)N(C(=O)c2ccccn2)c2cccnc2)c1 (stereo not drawn)
→ ?	.
> CN(Cc1cnn(C)c1)C(=O)C1CCC(=O)N(Cc2ccc(Cl)cc2)C1 (stereo not drawn)
→ 2.2%	5.7
> O=C(Nc1ccc(N2CCCC2)cc1)C(Cl)c1ccccc1 (stereo not drawn)
→ 0.3%	-10.1
> O=C(c1ccccc1)N1CCN(CC(O)COc2ccc(Br)cc2)CC1 (stereo not drawn)
→ i	.
> O=C(CN1CCCCC1)Nc1ccc(S(=O)(=O)N2CCCCCC2)cc1
→ ?	.
> S=C(Nc1cc(Cl)ccc1Oc1ccccc1)N1CCN(c2ccccn2)CC1
→ ?	.
> COc1cccc(CNS(=O)(=O)c2c(C(=O)N3CCCCCC3)c(C)n(C)c2C)c1
→ ?	.
> COC(=O)/C(=C/c1ccc(F)cc1)NC(C)=O
→ ?	.
> CN1CCN(S(=O)(=O)c2cccc(C(=O)Oc3cccc(C#N)c3)c2)CC1
→ ?	.
> COc1cc(Nc2cc(C)nc3ncnn23)cc(OC)c1OC
→ i	.
> N#Cc1c(NC(=O)c2ccc(Cn3cc(Br)cn3)o2)sc2c1CCCCC2
→ -16.2%	0.8
> CCC(C)(C)NC(=O)Cn1c(-c2ccccc2)cc(C(C)=O)c1C
→ -12.7%	-16.0
> CCc1ccc(NC(=S)Nc2ccc(S(=O)(=O)Nc3ncccn3)cc2)cc1
→ ?	.
> COc1ccccc1-n1c(-c2cc(-c3ccc(F)cc3)n[nH]2)n[nH]c1=S
→ 4.1%	-2.2
> Nc1ccc(-c2nc3c(ccc4ccccc43)[nH]2)cc1
→ ?	.
> CN(c1ccccc1C(=O)N1CCN(c2ccccc2)CC1)S(C)(=O)=O
→ 4.2%	4.6
> O=C(NCc1n[nH]c(=S)n1-c1cccc(C(F)(F)F)c1)c1ccco1
→ i	12.1
> O=C(OCc1ccccc1F)c1cc2ccccc2cc1O
→ ?	.
> Cc1ccc(S(=O)(=O)N2CCOCC2)c(C)c1NS(C)(=O)=O
→ -15.1%	-5.1
> COc1ccc(C(=O)N(c2ccccn2)C2CCCCC2)c(OC)c1
→ ?	.
> COc1ccccc1N1CCN(C(=O)c2cc(C)on2)CC1
→ i	-21.8
> CC(C)N(C(=O)CSc1nnc(Cn2nnc3ccccc32)n1C)C(C)C
→ ?	.
> CN(CC(=O)N1CCN(c2ccccn2)CC1)S(=O)(=O)c1cccc2nsnc12
→ ?	.
> Cc1ccc(N(CC(=O)NCC2CCCO2)C(=O)CCC(=O)Nc2ccccn2)cc1 (stereo not drawn)
→ -4.0%	-12.9
> Cc1ccc(S(=O)(=O)NCC2CCC(C(=O)N3CCOCC3)CC2)cc1 (stereo not drawn)
→ -12.2%	.
> CCOC(=O)Cn1c(=O)oc2cc(S(=O)(=O)N(CCN(C)C)Cc3ccccc3)ccc21
→ i	13.6
> CC(C)NC(=O)NC(=O)COC(=O)/C=C/c1ccc2c(c1)OCO2
→ 17.6%	11.5
> c1ccc(COc2ccc(OCCN3CCCC3)cc2)cc1
→ -0.9%	1.2
> CCCNC(=O)Nc1cc(OC)c(OC)cc1Cc1nccc2cc(OC)c(OC)cc12
→ ?	.
> Cc1cc(=O)n2[nH]c(=O)c(N=Nc3ccccc3)c2[nH]1
→ ?	.
> Cc1ccc(C)c(C(=O)CCC(=O)Nc2cccnc2)c1
→ i	.
> Brc1ccccc1-c1csnn1
→ ?	.
> COc1ccc([N+](=O)[O-])cc1N(CC(O)CN1CCCCC1)S(=O)(=O)c1ccccc1 (stereo not drawn)
→ -7.7%	14.2

3 structures out of the list, arranged by molar mass, smallest number first.
Under each structure – S3 lipid droplet	S3 lipid droplet cell count max
> O=C(OCc1ccccc1F)c1cc2ccccc2cc1O
→ ?	.
> COc1ccc(C(=O)N(c2ccccn2)C2CCCCC2)c(OC)c1
→ ?	.
> CC(C)N(C(=O)CSc1nnc(Cn2nnc3ccccc32)n1C)C(C)C
→ ?	.

Other entries follow:
Under each structure – S3 lipid droplet	S3 lipid droplet cell count max
> Cn1nnc(C(O)CN2CCOCC2)n1 (stereo not drawn)
→ ?	.
> Cc1nnc2ccc(-c3ccc(NS(=O)(=O)c4ccccc4[N+](=O)[O-])cc3)nn12
→ ?	.
> COc1cccc(C(=O)Nc2ccc(NC(=O)C3C4C=CC(C4)C3C(=O)O)cc2)c1 (stereo not drawn)
→ 11.6%	-16.7
> COc1ccc(C(=O)C2CCCN(Cc3cccc4c3OCO4)C2)cc1OC (stereo not drawn)
→ -0.8%	-7.3
> Cc1c(NC(=O)CSc2ncnc3ccccc23)c(=O)n(-c2ccccc2)n1C
→ ?	.
> Cn1c(=O)n(C)c2cc(N3CCOCC3)c(NC(=O)c3ccc(F)cc3)cc21
→ i	19.3
> CCOC(=O)CNC(=O)Cn1cnc2c(nnn2-c2ccc(C)cc2)c1=O
→ ?	.
> N#Cc1cccc(-n2nnnc2-c2ccccn2)c1
→ 16.7%	-16.7
> N=C1C(c2ccccc2)=C(O)CN1c1cccc(S(=O)(=O)N2CCOCC2)c1
→ ?	.
> OCCNc1nc(C2CC2)nc2c1nnn2Cc1ccccc1Cl
→ -28.9%	-28.0
> Cn1c(-c2c(N)n(-c3ccccc3)c3nc4ccccc4nc23)nc2ccccc21
→ ?	.
> O=C(NC(=S)NNC(=O)c1ccccc1O)c1ccccc1
→ ?	.
> CC(C)Nc1ncnc2c1nnn2Cc1ccccc1
→ 17.8%	.
> COc1cc(OC)c(C(=O)NC2CCCCCC2)cc1OC
→ ?	.
> NC(=O)C1(N2CCCCC2)CCN(Cc2ccccc2Cl)CC1
→ ?	.
> CCOP1(=O)C=C(C(C)(C)C)OC1c1ccc(F)cc1 (stereo not drawn)
→ i	15.0
> CCOC(=O)C(C(=O)N(C)Cc1ccccc1)C1CCCCC1 (stereo not drawn)
→ ?	.
> Cc1ccc(-c2nn(-c3ccccc3)cc2C(=O)O)o1
→ ?	.
> Cc1cccc(NC(=O)C2CCCN(C(=O)NCc3ccccc3)C2)c1C (stereo not drawn)
→ 9.8%	25.6
> CCCn1c(=O)c2[nH]cnc2n(-c2ccccc2C)c1=O
→ 7.7%	11.0

Some of the entries so far, field by field.
compound: CCOC(=O)C(C(=O)N(C)Cc1ccccc1)C1CCCCC1 (stereo not drawn)
  S3 lipid droplet = ?
  S3 lipid droplet cell count max = .

compound: Cc1cccc(NC(=O)C2CCCN(C(=O)NCc3ccccc3)C2)c1C (stereo not drawn)
  S3 lipid droplet = 9.8%
  S3 lipid droplet cell count max = 25.6

compound: CCCn1c(=O)c2[nH]cnc2n(-c2ccccc2C)c1=O
  S3 lipid droplet = 7.7%
  S3 lipid droplet cell count max = 11.0

(listing goes on)
Under each structure – S3 lipid droplet	S3 lipid droplet cell count max
> CN(C)CCNC(=O)Cn1nc(-c2ccc(Cl)cc2)ccc1=O
→ 1.8%	-15.7
> Brc1cc2c(cc1C1Nc3ccccc3C3C=CCC31)OCO2 (stereo not drawn)
→ ?	.
> Cn1c(SCC(=O)N2CCc3ccccc3C2)nnc1-c1ccncc1
→ 18.0%	6.7
> O=C1C=C(NCc2ccc(Cl)cc2Cl)C2(CCCCC2)O1
→ ?	.
> Cc1cc(C)c(NC(=O)CS(=O)CC(=O)NCCCc2ccccc2)c(C)c1 (stereo not drawn)
→ 10.6%	.
> CCCCCc1nnc(NC(=O)CN2C(=O)C3CCCCC3C2=O)s1 (stereo not drawn)
→ 2.1%	1.4
> O=C1NC2=C(CCc3ccccc32)C(c2ccccc2)N1 (stereo not drawn)
→ 24.9%	17.4
> O=C(N1CCOCC1)N1CCN(S(=O)(=O)N2CCCCC2)CC1
→ ?	.
> Cc1oc(-c2ccccc2F)nc1CSCC(=O)NCc1ccc2c(c1)OCO2
→ ?	.
> CN1CCN(c2ccc(NC(=O)COc3ccccc3Cl)cc2)CC1
→ i	-5.9
> C/C=C/c1c(F)c(F)c(Oc2ccc(C(=O)O)cc2)c(F)c1F
→ ?	.
> O=C(O)CCn1c(=O)c2ccccc2c2ccccc2c1=O
→ i	.
> CN(C)c1nc(SCC#N)nc(N2CCOCC2)n1
→ 0.0%	1.3
> CC1CCCN(S(=O)(=O)c2ccc(NC(=O)C3CCN(C(=O)c4ccco4)CC3)cc2)C1 (stereo not drawn)
→ ?	.
> CCS(=O)(=O)Nc1ccc(Cc2ccc(NS(=O)(=O)CC)cc2)cc1
→ ?	.
> CCCCCC(=O)N/N=C/c1ccc([N+](=O)[O-])o1
→ ?	.
> O=C(CSc1ccc(-c2ccccn2)nn1)c1ccccc1
→ 7.5%	3.9
> Cc1ccc(C2CC(c3cccs3)=NN2S(=O)(=O)c2ccc(C)cc2)cc1 (stereo not drawn)
→ 12.9%	-0.4
> COc1cccc(CSc2ccc(S(=O)(=O)N3CCOCC3)cc2C(=O)NCC2CCCO2)c1OC (stereo not drawn)
→ 7.3%	18.9
> O=C(N/N=C1\C(=O)c2cccc3cccc1c23)c1ccc(O)cc1
→ ?	.
> CC(=O)Nc1ccc(NC(=O)CSCc2cnn(-c3ccccc3)c2-n2cccc2)cc1
→ ?	.
> Nc1nnnn1/N=C/c1ccccc1OCc1ccc(Cl)cc1
→ 0.1%	4.5
> Nc1ccccc1SC1CC(=O)N(c2ccc(Cl)c(Cl)c2)C1=O (stereo not drawn)
→ ?	.
> CC(C)CC1NC(=O)N(CC(=O)N2CCN(S(=O)(=O)c3ccc(Cl)cc3)CC2)C1=O (stereo not drawn)
→ i	.
> O=S(=O)(Nc1ccc(O)c(Sc2nc3ccccc3s2)c1)c1ccc(Cl)cc1
→ 1.6%	-8.3
> Cc1ccc(N=Nc2c(C)[nH]n(C(N)=S)c2=O)cc1C
→ ?	.
> O=C(Nc1cccc2cccnc12)c1cccnc1
→ ?	.
> O=c1c2cc(F)ccc2[nH]c(=S)n1Cc1ccc(F)cc1
→ ?	.
> CC(=O)Nc1ccc(CC#N)cc1
→ 1.2%	8.8
> O=C(O)c1csc(Cc2ccccc2)n1
→ -1.5%	-12.6
> COC(=O)c1sccc1NC(=O)CSc1nnnn1-c1ccccc1F
→ ?	.
> COc1ccc(OC)c(S(=O)(=O)NCCO)c1
→ ?	.
> CC12CC3CC(C)(C1)CC(C(=O)Nc1nn[nH]n1)(C3)C2
→ 8.8%	0.4
> O=C(Cc1ccccc1[N+](=O)[O-])OCc1cccc([N+](=O)[O-])c1
→ 70.1%	-7.7
> CC(=O)Nc1ccc(S(=O)(=O)Nc2ccc(Cl)nn2)cc1
→ -0.1%	-6.2
> COc1ccc(NC(=O)c2ocnc2C)cc1OC
→ -0.9%	-6.9
> CC(C)NC(=O)Nc1cccc(Cl)c1
→ 5.5%	13.7
> COc1ccc(Cc2nc(-c3cccs3)no2)cc1OC
→ ?	.
> CC[N+](CC)(CC)C/C(N)=N/O
→ ?	.
> CCN1CCCC1CN(Cc1cc2ccc(C)cc2[nH]c1=O)C(=S)Nc1cccc(OC)c1 (stereo not drawn)
→ ?	.
> CC1CCCC(C)N1C(=O)CCN1C(=O)C2C3C=CC(C3)C2C1=O (stereo not drawn)
→ ?	.
> COc1ccc(C2NCCc3c2[nH]c2ccccc32)cc1COc1ccc(F)cc1 (stereo not drawn)
→ ?	.
> CC1=CC(=O)C=C(C)C1=NOC(=O)/C=C\c1ccccc1
→ i	0.2
> Cc1ccc(NC(=O)C(Cc2ccccc2)NC(=O)OCc2ccccc2)cc1C (stereo not drawn)
→ ?	.
> CCc1cccc(NC(=O)C2CCCN2S(=O)(=O)c2cccc3cccnc23)c1 (stereo not drawn)
→ i	-1.5
> COc1cc(Br)c(Br)cc1N
→ 6.6%	13.9
> CCCS(=O)(=O)N1CCCC(C(=O)Oc2ccc(OC)cc2)C1 (stereo not drawn)
→ 29.0%	1.0
> C#CCOC(=O)/C(=C/C=C/c1ccccc1)NC(=O)c1ccccc1
→ ?	.
> Cc1csc(NC(=S)Nc2cccc(Cl)c2)n1
→ ?	.
> Cc1ccc2nc(-c3ccc(NS(=O)(=O)c4ccc(F)cc4)cc3)sc2c1
→ ?	.
> CCOC(=O)c1ccc(NC(=S)NC(=O)c2nn(CC)cc2Br)cc1
→ ?	.
> COc1ccc(Oc2nc(-c3ccccc3)ncc2S(=O)(=O)c2ccccc2)cc1
→ ?	.
> CCOc1cc(C(=O)Nc2nnc(CC)s2)ccc1OCC(=O)N1CCOCC1
→ ?	.
> O=c1cc(CSc2nnc(NC3CCCCC3)s2)nc2sccn12
→ ?	.
> Cc1oc2cc(Br)c(O)c(Br)c2c1-c1ccccc1
→ ?	.
> O=C(O)c1cc(-c2ccc(/C=C3\NC(=O)N(c4ccc(Cl)cc4)C3=O)o2)ccc1Cl
→ ?	.
> COc1ccccc1-c1cc(C(F)(F)F)nc(S(=O)(=O)CCCC(=O)O)n1
→ ?	.
> O=C(C1CCN(S(=O)(=O)c2ccccc2[N+](=O)[O-])CC1)N1CCOCC1
→ ?	.
